Screening results deposited in PubChem by several laboratories.
IMP-1 inhibitor: blocks Pseudomonas aeruginosa IMP-1 metallo-beta-lactamase; actives 0.45% (n = 290,000); AID 1556; purified IMP-1, nitrocefin hydrolysis, epi-absorbance fluorescence; inhibition, % at 5.6 µM;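 active means inhibition above the mean plus 3 SD of all compounds in the same screening run, cut at about 4.5% in these data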;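 further: 0% = IMP-1 with DMSO and 100% = DMSO wells lacking enzyme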
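system = purified recombinant IMP-1 beta-lactamase | amount = 0.2 nM IMP-1, as dispensed | medium = HEPES buffer pH 7.1 with ZnSO4 and Brij 35 | times = 25 °C, 15 min preincubation, 25 min reaction | detection = plate fluorescence quenching by hydrolysis product, ex 480/em 530 nm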
GalR3 antag: blocks the human galanin receptor 3; O60755; actives 0.44% (n = 360,000); AID 651719; inhibition, % at 3 µM; HEK293 GalR3-CNG cAMP membrane potential fluorescence; galR3 body fused to GalR1 C-terminus;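 active means inhibition above the screen-wide average plus 3 SD, cut at about 13% in these data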;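 further: forskolin and galanin both at EC90 stimulate the cells; cAMP rise reported by CNG channel membrane potential dye signal; 0% = forskolin plus galanin with DMSO and 100% = forskolin alone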
V1aR counter: activates human V1a receptor in oxytocin agonist counter-screen | P37288 | CHO-V1R cells, Fluo-8 calcium fluorescence, agonist mode; 0% DMSO, 100% 3 nM vasopressin | activation, % at 3 µM | actives 0.25% (n = 320,000);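 active means activation above the mean activation of all tested compounds plus 3 SD, per screening run, cut at about 20% in these data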;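 further: signal is peak over basal fluorescence ratio across a 100 second FLIPR read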
DNA FID counter: fluorescent intercalator displacement, NS3 helicase counter-screen | AID 1845 | actives 0.17% (n = 290,000) | DNA fluorescent intercalator displacement, fluorescence | inhibition, % at 7.9 µM; in the data active means inhibition above about 37%;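 further: 0% = vehicle and 100% = reference compound; higher means more ethidium bromide displaced from hairpin DNA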
OXTR ag: human OXTR agonism. P30559. CHO-OTR cells, Fluo-8 calcium fluorescence; normalized: DMSO 0%, oxytocin 100%. activation, % at 3 µM. actives 0.32% (n = 320,000). AID 2435;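 active means activation above the mean of all tested compounds plus 3 SD, cutoff set per screening run, cut at about 20% in these data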;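 further: peak over basal fluorescence ratio from a 100 s FLIPR kinetic read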
Target sequence (P30559 whole entry, looked up): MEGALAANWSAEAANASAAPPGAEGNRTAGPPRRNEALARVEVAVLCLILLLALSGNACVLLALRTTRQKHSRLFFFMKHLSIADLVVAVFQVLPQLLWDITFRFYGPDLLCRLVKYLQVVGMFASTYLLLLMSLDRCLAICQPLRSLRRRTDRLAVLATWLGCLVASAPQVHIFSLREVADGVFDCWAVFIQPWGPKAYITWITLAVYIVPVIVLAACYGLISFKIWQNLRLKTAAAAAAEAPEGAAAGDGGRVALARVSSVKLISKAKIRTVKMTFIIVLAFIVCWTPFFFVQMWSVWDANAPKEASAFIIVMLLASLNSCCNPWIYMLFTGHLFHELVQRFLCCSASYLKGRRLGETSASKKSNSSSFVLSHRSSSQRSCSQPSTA
VIM-2 inhibitor: inhibitors of Pseudomonas aeruginosa VIM-2 metallo-beta-lactamase; AID 1527; purified VIM-2, nitrocefin hydrolysis, epi-absorbance fluorescence; actives 0.89% (n = 290,000); inhibition, % at 5.6 µM;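 active means inhibition above the mean of all tested compounds plus 3 SD, cutoff set per screening run, cut at about 7.5% in these data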;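 further: red hydrolysis product quenches plate fluorescence so inhibitors raise well fluorescence; 0% = enzyme with DMSO and 100% = DMSO without enzyme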
GPR7 antagonist: blocks human GPR7 receptor signaling; GPR7-expressing cells, fluorescence antagonist assay; inhibition, % at 4.4 µM; actives 1.1% (n = 290,000); AID 1861; in the data active means inhibition above about 16%, passing the limit was not always enough;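 further: cells stimulated with the agonist NPW; 0% = agonist with vehicle and 100% = vehicle without agonist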
Target sequence (P48145 whole entry, looked up): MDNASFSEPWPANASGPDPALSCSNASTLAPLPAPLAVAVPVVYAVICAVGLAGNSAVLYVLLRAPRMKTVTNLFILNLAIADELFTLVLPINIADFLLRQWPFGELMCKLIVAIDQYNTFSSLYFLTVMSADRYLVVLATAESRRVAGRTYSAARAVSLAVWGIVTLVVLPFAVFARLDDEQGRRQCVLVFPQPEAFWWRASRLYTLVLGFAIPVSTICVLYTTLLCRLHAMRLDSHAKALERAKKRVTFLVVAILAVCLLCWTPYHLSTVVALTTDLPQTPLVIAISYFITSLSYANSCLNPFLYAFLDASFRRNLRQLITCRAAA
PHOSPHO1 block: inhibitors of human PHOSPHO1 phosphatase | AID 1565 | inhibition, % at 13.3 µM | Q8TCT1 | recombinant PHOSPHO1, absorbance phosphatase assay | actives 1.1% (n = 290,000); in the data active means inhibition above about 60%
Target sequence (Q8TCT1 whole entry, looked up): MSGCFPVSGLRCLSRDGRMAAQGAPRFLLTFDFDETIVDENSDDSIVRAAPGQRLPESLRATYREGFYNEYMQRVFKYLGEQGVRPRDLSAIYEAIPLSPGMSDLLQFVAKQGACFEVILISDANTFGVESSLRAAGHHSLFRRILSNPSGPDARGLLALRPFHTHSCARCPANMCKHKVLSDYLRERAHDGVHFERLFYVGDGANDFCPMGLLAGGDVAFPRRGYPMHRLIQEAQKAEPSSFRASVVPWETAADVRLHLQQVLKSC
NS3 helicase inh: HCV NS3 helicase inhibition; NS3 helicase DNA unwinding, Cy5 molecular beacon fluorescence; inhibition, % at 10.9 µM; actives 0.56% (n = 290,000);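 active means inhibition above the mean of all tested compounds plus 3 SD, set per campaign, cut at about 35% in these data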;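 further: 0% = DMSO wells and 100% = thioflavine S control wells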
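Material: hepatitis C virus NS3 helicase domain fragment enzyme; measured by: Cy5 fluorescence, 0 and 60 min reads; control set: DMSO and thioflavine S; incubation: 60 min unwinding reaction at 25 °C after ATP addition; read-out basis: % inhibition from 60/0 min fluorescence ratio, DMSO 0%, thioflavine S 100%; repeats: singlicate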
Numbers without * were called inactive.

What do the screens show for `CCOC(=O)CSc1nnc(-c2ccc(Cl)cc2Cl)o1`?
IMP-1 inhibitor: -2.7; GalR3 antag: -3.7; V1aR counter: -0.9; DNA FID counter: -10.8; OXTR ag: -0.9; VIM-2 inhibitor: -2.2; GPR7 antagonist: 6.1; PHOSPHO1 block: 45.1; NS3 helicase inh: 4.2

What do the screens show for `CC(=O)c1c(C)[nH]c(C(=O)CSc2ncnc3sc(-c4ccccc4)cc23)c1C`?
IMP-1 inhibitor: -5.6; GalR3 antag: -5.3; V1aR counter: 3.5; DNA FID counter: -5.7; OXTR ag: 7.8; VIM-2 inhibitor: -4.6; GPR7 antagonist: -6.2; PHOSPHO1 block: -42.1; NS3 helicase inh: 3.9

How did O=C(NCc1cccs1)c1cnc2sccn2c1=O do in these assays?
IMP-1 inhibitor: -3.6; GalR3 antag: 5.7; V1aR counter: -0.4; DNA FID counter: 2.5; OXTR ag: 0.7; VIM-2 inhibitor: -2.7; GPR7 antagonist: -7.7; PHOSPHO1 block: -14.1; NS3 helicase inh: -1.3

What do the screens show for `CCOc1ccc(NC(=O)CN(c2ccc([N+](=O)[O-])cc2)S(=O)(=O)c2ccccc2)cc1`?
IMP-1 inhibitor: -1.3; GalR3 antag: -1.4; V1aR counter: 1.0; DNA FID counter: 2.7; OXTR ag: -1.9; VIM-2 inhibitor: -3.6; GPR7 antagonist: -12.9; PHOSPHO1 block: 4.1; NS3 helicase inh: -5.3

Results for COc1ccc(CCNC(=O)CSc2c[nH]c3ccccc23)cc1OC ?
IMP-1 inhibitor: -3.6; V1aR counter: 2.7; DNA FID counter: -5.2; OXTR ag: 1.3; VIM-2 inhibitor: -4.0; GPR7 antagonist: -3.4; PHOSPHO1 block: -6.8; NS3 helicase inh: 0.1

How did Cc1cccc(N(Cc2cc3ccccc3[nH]c2=O)C(=O)c2cccs2)c1 do in these assays?
IMP-1 inhibitor: -3.7; GalR3 antag: -8.2; V1aR counter: -0.5; DNA FID counter: -35.5; OXTR ag: -0.9; VIM-2 inhibitor: -2.4; GPR7 antagonist: -15.7; PHOSPHO1 block: -0.3; NS3 helicase inh: -1.4

What do the screens show for `CCCC(C)(C)NC(=O)CCCCC(=O)NC(C)(C)CCC`?
IMP-1 inhibitor: -0.3; GalR3 antag: -5.1; V1aR counter: -0.7; DNA FID counter: -16.3; OXTR ag: 1.0; VIM-2 inhibitor: -2.3; GPR7 antagonist: 4.8; PHOSPHO1 block: 18.2; NS3 helicase inh: -3.5

How did Cc1ccc(NC(=S)N2CCN(c3ccccc3F)CC2)c(C)c1 do in these assays?
IMP-1 inhibitor: -1.7; GalR3 antag: -7.4; V1aR counter: 1.8; DNA FID counter: -18.4; OXTR ag: -1.0; VIM-2 inhibitor: 0.5; GPR7 antagonist: 15.6; PHOSPHO1 block: -3.4; NS3 helicase inh: -22.8

How did O=C(NC(=S)Nc1ccc(Cc2ccncc2)cc1)c1ccccc1 do in these assays?
IMP-1 inhibitor: -2.0; GalR3 antag: -1.2; V1aR counter: 5.9; DNA FID counter: -17.6; OXTR ag: 1.9; VIM-2 inhibitor: -2.7; GPR7 antagonist: 5.6; PHOSPHO1 block: 5.6; NS3 helicase inh: 5.8

What do the screens show for `CC(C)OC(=O)c1cc(NC(=S)Nc2ccc([N+](=O)[O-])cc2)cc(C(=O)OC(C)C)c1`?
IMP-1 inhibitor: -0.5; GalR3 antag: -2.0; V1aR counter: 0.3; DNA FID counter: -11.4; OXTR ag: 0.8; VIM-2 inhibitor: -1.5; GPR7 antagonist: -7.6; PHOSPHO1 block: -7.1; NS3 helicase inh: -1.6

Results for CCCS(=O)(=O)N1CCN(Cc2ccc3c(c2)c2ccccc2n3CC)CC1 ?
IMP-1 inhibitor: -1.9; GalR3 antag: -5.0; V1aR counter: 7.3; DNA FID counter: 0.0; OXTR ag: -0.5; VIM-2 inhibitor: -3.4; GPR7 antagonist: 1.9; PHOSPHO1 block: -9.2; NS3 helicase inh: -65.6

Results for C=CCN1c2ccccc2[C@]23C[C@@H](C(=O)OC)N=C2NC(C(=O)OC)=C(C(=O)OC)[C@H]13 ?
GalR3 antag: -4.4; V1aR counter: -0.2; OXTR ag: -0.1; PHOSPHO1 block: 22.1

What do the screens show for `Cc1ccc2c(CC(=O)NC3CCS(=O)(=O)C3)coc2c1C` (stereo not given)?
IMP-1 inhibitor: 1.1; GalR3 antag: -8.0; V1aR counter: -0.5; DNA FID counter: 0.8; OXTR ag: 0.6; VIM-2 inhibitor: -0.5; GPR7 antagonist: -3.0; PHOSPHO1 block: -18.3; NS3 helicase inh: 4.7

Results for CCc1nc2c(C#N)c(-c3ccc(Cl)cc3)ccn2n1 ?
IMP-1 inhibitor: -3.6; GalR3 antag: -6.1; V1aR counter: -0.7; DNA FID counter: -4.9; OXTR ag: -1.5; VIM-2 inhibitor: -3.2; GPR7 antagonist: 7.0; PHOSPHO1 block: 8.5; NS3 helicase inh: 3.7

How did COc1cccc(C(=O)N2CCn3c2nc2ccccc23)c1 do in these assays?
IMP-1 inhibitor: -2.4; GalR3 antag: 5.7; V1aR counter: -0.6; DNA FID counter: -5.9; OXTR ag: -1.2; VIM-2 inhibitor: -3.5; GPR7 antagonist: -8.8; PHOSPHO1 block: 45.5; NS3 helicase inh: -7.5

Results for Cc1nnc(NC(=O)CC(C)c2ccccc2)s1 (stereo not given) ?
IMP-1 inhibitor: -3.2; GalR3 antag: -9.0; V1aR counter: 0.5; DNA FID counter: -5.1; OXTR ag: -0.9; VIM-2 inhibitor: -0.6; GPR7 antagonist: -3.7; PHOSPHO1 block: 13.9; NS3 helicase inh: 0.1

How did CC(NC(=O)c1ccc(N2CCCC2=O)cc1)c1ccccc1 (stereo not given) do in these assays?
IMP-1 inhibitor: -3.1; GalR3 antag: -4.6; V1aR counter: 0.7; DNA FID counter: -7.0; OXTR ag: 0.0; VIM-2 inhibitor: -0.4; GPR7 antagonist: -8.0; PHOSPHO1 block: 1.5; NS3 helicase inh: -10.0

How did CC(C)c1ccc(NC(=O)COc2nnc(-c3cccs3)c(-c3cccs3)n2)cc1 do in these assays?
IMP-1 inhibitor: -4.3; GalR3 antag: 0.3; V1aR counter: -0.3; DNA FID counter: -13.6; OXTR ag: -0.6; VIM-2 inhibitor: -2.8; GPR7 antagonist: -3.6; PHOSPHO1 block: 2.5; NS3 helicase inh: 0.5

What do the screens show for `Cc1ccsc1/C=N/NC(=O)C(O)c1ccccc1` (stereo not given)?
IMP-1 inhibitor: -1.8; GalR3 antag: -1.9; V1aR counter: -0.7; DNA FID counter: -1.0; OXTR ag: -0.6; VIM-2 inhibitor: -1.9; GPR7 antagonist: 7.6; PHOSPHO1 block: -11.3; NS3 helicase inh: -17.1

How did CCCNC(=O)N1CCC(c2nc3ccccc3s2)CC1 do in these assays?
IMP-1 inhibitor: -3.1; GalR3 antag: -13.1; V1aR counter: 3.9; DNA FID counter: -19.9; OXTR ag: 1.4; VIM-2 inhibitor: 0.3; GPR7 antagonist: -3.7; PHOSPHO1 block: 36.9; NS3 helicase inh: -9.1

Results for CNS(=O)(=O)c1cccc(C(=O)NC2CCCc3ccccc32)c1 (stereo not given) ?
IMP-1 inhibitor: -1.2; GalR3 antag: -9.7; V1aR counter: 1.6; DNA FID counter: -23.2; OXTR ag: 2.7; VIM-2 inhibitor: -0.7; GPR7 antagonist: -8.6; PHOSPHO1 block: 23.9; NS3 helicase inh: 37.0*

Results for O=CN1CCC(=O)N(Cc2ccccc2)c2ccccc21 ?
IMP-1 inhibitor: -2.1; GalR3 antag: -5.5; V1aR counter: 0.7; DNA FID counter: -23.3; OXTR ag: -0.3; VIM-2 inhibitor: -0.4; GPR7 antagonist: -6.8; PHOSPHO1 block: 0.2; NS3 helicase inh: -7.7

How did CCOc1ccccc1NC(=O)CCC(=O)Nc1ccccc1OCC do in these assays?
IMP-1 inhibitor: -0.5; GalR3 antag: 7.4; V1aR counter: -0.5; DNA FID counter: -8.5; OXTR ag: -0.5; VIM-2 inhibitor: -1.4; GPR7 antagonist: -13.7; PHOSPHO1 block: 18.7; NS3 helicase inh: -4.9

Results for COC(=O)C1=C(C)n2cnnc2NC1c1ccc(Cl)cc1 (stereo not given) ?
IMP-1 inhibitor: -3.5; GalR3 antag: -1.9; V1aR counter: -0.7; DNA FID counter: -0.6; OXTR ag: -0.4; VIM-2 inhibitor: -0.4; GPR7 antagonist: 3.2; PHOSPHO1 block: -6.0; NS3 helicase inh: 2.2

How did CCN(CC)S(=O)(=O)c1ccc(OC)c(NC(=S)Nc2cccc(C)c2C)c1 do in these assays?
IMP-1 inhibitor: -1.6; GalR3 antag: -2.6; V1aR counter: 0.3; DNA FID counter: -4.8; OXTR ag: 0.1; VIM-2 inhibitor: -0.9; GPR7 antagonist: -2.1; PHOSPHO1 block: -10.5; NS3 helicase inh: -23.8

Results for O=C(O)C(NS(=O)(=O)c1ccccc1)C(O)c1ccccc1 (stereo not given) ?
IMP-1 inhibitor: -4.9; GalR3 antag: -10.0; V1aR counter: 1.1; DNA FID counter: -5.9; OXTR ag: 1.6; VIM-2 inhibitor: -3.5; GPR7 antagonist: 2.5; PHOSPHO1 block: 8.5; NS3 helicase inh: -6.9

What do the screens show for `CCCCC(=O)N1C/C=C\C(c2ccc(OC)cc2)N(Cc2ccc(F)cc2)C(=O)C1` (stereo not given)?
GalR3 antag: -2.1; V1aR counter: -0.6; OXTR ag: 0.3; PHOSPHO1 block: 34.3

Results for Cc1ccc(C(=O)N/C(=C\c2sccc2C)C(=O)NCc2ccco2)cc1 ?
IMP-1 inhibitor: -0.6; GalR3 antag: -3.9; V1aR counter: -0.8; DNA FID counter: -7.0; OXTR ag: -0.8; VIM-2 inhibitor: 2.5; GPR7 antagonist: -4.0; PHOSPHO1 block: 8.0; NS3 helicase inh: -3.1

What do the screens show for `COc1cc(/C=C2/S/C(=N/S(=O)(=O)Cc3ccccc3)NC2=O)c([N+](=O)[O-])cc1OC`?
IMP-1 inhibitor: -1.5; GalR3 antag: -6.6; V1aR counter: 1.2; DNA FID counter: -6.0; OXTR ag: 2.2; VIM-2 inhibitor: -2.2; GPR7 antagonist: -9.1; PHOSPHO1 block: 10.0; NS3 helicase inh: 18.0

How did CCCc1nc2c(sc3nc4c(cc32)COC(C)(C)C4)c(=O)n1CCN(CC)CC do in these assays?
IMP-1 inhibitor: -2.1; GalR3 antag: 3.4; V1aR counter: 0.1; DNA FID counter: -0.9; OXTR ag: 0.6; VIM-2 inhibitor: -1.5; GPR7 antagonist: -0.8; PHOSPHO1 block: -12.6; NS3 helicase inh: 2.4

Random excerpt: two entries already listed, in no set order.
Results for O=CN1CCC(=O)N(Cc2ccccc2)c2ccccc21 ?
IMP-1 inhibitor: -2.1; GalR3 antag: -5.5; V1aR counter: 0.7; DNA FID counter: -23.3; OXTR ag: -0.3; VIM-2 inhibitor: -0.4; GPR7 antagonist: -6.8; PHOSPHO1 block: 0.2; NS3 helicase inh: -7.7

Results for CNS(=O)(=O)c1cccc(C(=O)NC2CCCc3ccccc32)c1 (stereo not given) ?
IMP-1 inhibitor: -1.2; GalR3 antag: -9.7; V1aR counter: 1.6; DNA FID counter: -23.2; OXTR ag: 2.7; VIM-2 inhibitor: -0.7; GPR7 antagonist: -8.6; PHOSPHO1 block: 23.9; NS3 helicase inh: 37.0*
